Screening data: PubChem BioAssay, several laboratories
rCAG binder: binds r(CAG) RNA repeats. r(CAG) RNA repeat, TO-PRO-1 dye displacement fluorescence. inhibition, % at 3 µM. 370,000 compounds, 1.3% hits. AID 651821;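 active = inhibition above the plate cutoff, the mean of all test compounds on that plate plus 3 SD, cut at about 35% in these data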;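 note: 0% = DMSO alone and 100% = 100 µM mitoxantrone as full dye displacement; higher means more dye released from RNA so lower well fluorescence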
TDP2 absorb: blocks human TDP2 phosphodiesterase activity; O95551; recombinant TDP2, T5PNP hydrolysis, p-nitrophenol absorbance 415 nm; inhibition, % at 12.8 µM; 370,000 compounds, 0.34% hits;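 active = inhibition above the mean of all tested compounds plus 3 SD, set per campaign, cut at about 25% in these data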;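 note: 0% = DMSO with enzyme and 100% = buffer with substrate but no TDP2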
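Test system: human TDP2 enzyme; Input: 120 nM TDP2 per well; Buffer or medium: Mg2+-containing Tris-HCl buffer, pH 7.5; Reagent: 5 mM T5PNP; Dosing: 12.8 µM single point, 1% DMSO; Incubation: reaction 2 h, 37 °C; Detection: p-Nitrophenol epi absorbance; Read-out: % inhibition relative to enzyme-containing and enzyme-free wells; Replicates: single well per compound.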
TCR CD3 inh: human TCR-CD3 binding inhibition | AID 651800 | 360,000 compounds, 0.37% hits | TAMRA-labeled TCR probe fluorescence, biochemical | inhibition, % at 9.4 µM; in the data active = inhibition above about 19%;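 note: recombinant mutant TCR 2C K166C tagged with TAMRA read by polarization; 0% = receptor in buffer alone and 100% = receptor with positive control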
NR1D1 modulator: modulators of human Rev-erb alpha DNA binding; 370,000 compounds, 0.79% hits; P20393; Rev-erbα–FITC-DNA binding, fluorescence polarization, 90 min; activity, % at 10 µM;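 active = activity above about 14%, limit read from the data; passing the limit was not always enough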;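 note: 0% = DMSO wells with 35 nM protein and 100% = DMSO wells with 750 nM protein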
Target sequence (P20393 whole entry, looked up): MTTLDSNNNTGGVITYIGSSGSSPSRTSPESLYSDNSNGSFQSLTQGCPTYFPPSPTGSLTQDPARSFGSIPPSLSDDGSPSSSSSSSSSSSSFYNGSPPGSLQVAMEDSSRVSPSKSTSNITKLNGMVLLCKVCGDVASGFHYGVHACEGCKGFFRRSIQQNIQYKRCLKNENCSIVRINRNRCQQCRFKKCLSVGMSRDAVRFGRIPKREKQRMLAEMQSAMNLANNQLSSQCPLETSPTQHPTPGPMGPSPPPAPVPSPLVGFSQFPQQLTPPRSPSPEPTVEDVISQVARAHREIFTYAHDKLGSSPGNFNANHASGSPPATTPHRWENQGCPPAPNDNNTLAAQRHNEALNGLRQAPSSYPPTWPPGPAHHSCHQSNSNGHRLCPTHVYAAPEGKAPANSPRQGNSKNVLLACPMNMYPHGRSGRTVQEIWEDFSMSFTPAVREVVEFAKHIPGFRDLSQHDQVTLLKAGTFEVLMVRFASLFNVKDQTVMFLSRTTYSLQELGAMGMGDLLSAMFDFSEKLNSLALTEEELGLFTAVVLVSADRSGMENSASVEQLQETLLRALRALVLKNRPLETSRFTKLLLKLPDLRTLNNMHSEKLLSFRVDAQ
HTRA1 inhibitor: HTRA1 (human) protease inhibition; Q92743; 340,000 compounds, 0.5% hits; recombinant HTRA1, FP-rhodamine activity-based probe, fluorescence polarization; inhibition, % at 5.96 µM; in the data active = inhibition above about 36%;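 note: 0% = enzyme with DMSO and 100% = wells lacking enzyme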
PRMT1 inh: PRMT1 (human) inhibition, primary screen; Q99873; recombinant PRMT1, activity-based probe fluorescence polarization; inhibition, % at 2.79 µM; 370,000 compounds, 1.3% hits;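 active = inhibition above about 21% made by adding two undisclosed values, limit read from the data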
mABHD4 FP: ABHD4 (mouse) inhibition, primary FP screen. purified mABHD4, FP-Rh probe fluorescence polarization. inhibition, % at 8.92 µM. 370,000 compounds, 0.54% hits. AID 720543;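 active = inhibition exceeding the mean over every tested compound plus 3 SD, cut at about 30% in these data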;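 note: 0% = plate median of compound wells and 100% = S159A mutant with DMSO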
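Assay system: Wild-type mouse ABHD4 protein | Medium: HEPES pH 7.0 buffer, 150 mM NaCl, 0.01% Pluronic F-127 | Incubation: Enzyme–compound pre-incubation 45 min, then probe 60 min, both 25 °C | Technique: Fluorescence polarization with parallel and perpendicular emission, 525/598 nm | Evaluation: % inhibition of FP-Rh probe binding versus controls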
PG9 binder: small molecules binding HIV-1 gp120 antibody PG9. TR-FRET gp120-PG9 antibody binding. inhibition, % at 6.7 µM. 360,000 compounds, 0.43% hits. AID 624416; in the data active = inhibition above about 8.5%
SIAE inh: inhibitors of human sialic acid acetylesterase SIAE; Q9HAT2; SIAE FP-Rh probe binding, fluorescence polarization; inhibition, % at 9.66 µM; 370,000 compounds, 0.69% hits; AID 1053197;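 active = inhibition above a cutoff: mean of compounds within the control limits plus 3 SD of those, cut at about 17% in these data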;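 note: 0% = plate median of compound wells and 100% = probe without SIAE protein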
Target sequence (Q9HAT2 whole entry, looked up): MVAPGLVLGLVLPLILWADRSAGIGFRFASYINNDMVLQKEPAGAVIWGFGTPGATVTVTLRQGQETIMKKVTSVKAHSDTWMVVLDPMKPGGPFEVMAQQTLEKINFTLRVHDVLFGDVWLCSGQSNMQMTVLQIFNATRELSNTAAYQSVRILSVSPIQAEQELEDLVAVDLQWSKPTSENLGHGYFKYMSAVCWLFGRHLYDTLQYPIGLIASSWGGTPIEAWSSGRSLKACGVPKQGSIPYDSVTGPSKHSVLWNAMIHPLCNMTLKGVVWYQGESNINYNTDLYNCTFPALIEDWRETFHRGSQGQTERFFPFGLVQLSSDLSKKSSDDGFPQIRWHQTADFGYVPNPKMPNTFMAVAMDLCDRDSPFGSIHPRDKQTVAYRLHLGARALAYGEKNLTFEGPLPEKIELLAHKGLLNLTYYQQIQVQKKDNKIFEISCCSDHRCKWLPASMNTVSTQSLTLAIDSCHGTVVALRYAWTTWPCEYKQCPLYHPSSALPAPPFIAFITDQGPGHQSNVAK
LEDGF integ inh: blocks HIV-1 LEDGF/p75-dependent DNA integration | TR-FRET IN-LEDGF/p75 DNA integration, Eu/Cy5 | inhibition, % at 3.7 µM | 370,000 compounds, 0.64% hits;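 active = inhibition above the screen-wide mean plus 3 SD, cut at about 13% in these data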;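 note: signal is the Cy5 over europium emission ratio at 671 and 618 nm; 0% = plate median of compound wells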
* marks the source's active call; other numbers are inactive results; · = not tested or not shown.

SMILES | rCAG binder | TDP2 absorb | TCR CD3 inh | NR1D1 modulator | HTRA1 inhibitor | PRMT1 inh | mABHD4 FP | PG9 binder | SIAE inh | LEDGF integ inh
CCOC(=O)C1CCCN(C(=O)c2cc3nc(-c4cccc(OC)c4)cc(C(F)(F)F)n3n2)C1 (configuration not stated) | -10 | 6 | 4 | 3 | -6 | -2 | 11 | -0.9 | 1 | -5
O=C(Nc1ccccc1O)c1ccc2c(c1)C(=O)N(c1ccccc1)C2=O | 1 | -9 | -12 | 2 | 4 | 10 | -6 | 1.2 | -7 | 5
Cc1cc(C)c(NC(=O)CN2C(=O)CC(C)S(=O)(=O)c3ccccc32)c(C)c1 (configuration not stated) | -5 | -2 | -1 | -1 | 11 | -5 | -1 | -1.6 | -4 | 0
CC(=O)N(Cc1cccnc1)Cc1cc2ccccc2[nH]c1=O | -1 | 0 | -2 | 6 | 1 | -1 | 0 | 0.4 | 0 | -3
CCN1CCN(C(=O)c2ccc(OC3CCN(CCc4ccccc4)CC3)cc2)[C@@H](C)C1=O | -9 | 10 | 6 | 2 | -5 | 0 | -4 | -0.4 | -3 | 5
CC(=O)N(C(C)=O)S(=O)(=O)c1ccc(N=NN2CCCCC2)cc1 | 4 | -1 | -3 | 2 | 0 | 2 | 6 | 0.4 | -2 | -1
CC(=O)NC(CC(=O)N(C)Cc1cccc(Cl)c1Cl)c1ccccc1 (configuration not stated) | -6 | 5 | 0 | 1 | 2 | 0 | 3 | 0.4 | -2 | -4
CCCC(=O)Nc1nc2ccc(S(N)(=O)=O)cc2s1 | 3 | -2 | 2 | -1 | 3 | 5 | -2 | -0.1 | -1 | 0
O=C1C=C(NS(=O)(=O)c2ccccc2)C(=O)c2ccccc21 | 2 | 22 | 8 | 10 | 5 | 0 | 5 | -1.7 | -6 | 7
C=CCN(c1nc(C)c(Br)c(OC)n1)S(=O)(=O)c1ccc(C)cc1 | 5 | -6 | 7 | 4 | -15 | 0 | -8 | 0.5 | -10 | -5
NS(=O)(=O)c1ccc(NC=C2C(=O)OC3(CCCCC3)OC2=O)cc1 | 2 | -2 | 4 | -1 | -3 | -1 | 1 | 1.4 | 7 | 2
O=C(O)c1ccc(COc2c(F)c(F)cc(F)c2F)cc1 | 3 | 8 | 4 | -7 | 6 | -1 | 1 | -2.4 | 1 | 1
CCOC(=O)C(CSCc1ccccc1)NC(=O)OC(C)(C)C (configuration not stated) | -3 | -18 | -2 | 1 | 4 | 2 | -5 | -0.2 | 4 | 3
Cc1c(OCC(=O)NC(Cc2c[nH]c3ccc(O)cc23)C(=O)O)ccc2c3c(c(=O)oc12)CCC3 (configuration not stated) | 11 | -1 | -1 | 0 | 8 | -1 | 3 | -2.1 | 7 | 5
COC(=O)[C@@]12C[C@@H](CC(=O)NCc3ccccc3)C(=O)N(Cc3ccccc3)C1=CCC(C)(C)C2 | 0 | 6 | 3 | -4 | · | 0 | -3 | 0.5 | -1 | -1
C=C1C(=O)O[C@H]2C[C@]3(C)C([C@@H](OC(=O)/C(C)=C/C)[C@H]12)[C@](C)(O)CC[C@H]3O (some centres not stated) | 0 | -9 | -6 | 3 | 1 | 0 | -3 | -3.1 | 14 | 2
O=[N+]([O-])c1cccc(/C=N/Nc2ncc(Br)cn2)c1 | 2 | -13 | -5 | 7 | 1 | -1 | 5 | -1.9 | 2 | -5
CCn1c(SCC(=O)c2ccc(Cl)cc2)nnc1C(C)C | -5 | 5 | 6 | -1 | -3 | 4 | 1 | -0.9 | 13 | -1
COc1ccc(N2C(=O)CC(Sc3ncccc3C(=O)O)C2=O)cc1 (configuration not stated) | 6 | -4 | -2 | 3 | 0 | 1 | 4 | 0.2 | 1 | 3
CCN1CCN(C(=O)c2ccc(CNS(=O)(=O)c3cccc(OC)c3)cc2)CC1 | -7 | -7 | -3 | 4 | 12 | 2 | 2 | -0.1 | -3 | 0
O=C(c1cccn2c(=O)c3ccccc3nc12)N1CCN(Cc2ccc3c(c2)OCO3)CC1 | 1 | 2 | 2 | 6 | 2 | -1 | -6 | 0.4 | 6 | 3
COCCNc1cc(C)nc2c3c(C)cc(C)nc3nn12 | -2 | -3 | 0 | -1 | 1 | 0 | 2 | 1.5 | 2 | 5
CCOc1ccccc1Nc1ncccc1C(=O)O | 2 | 6 | 5 | -3 | 0 | -1 | -2 | -2.7 | -2 | -3
Nc1nc(SCc2ccccn2)c2ncn(C3OC(CO)C(O)C3O)c2n1 (configuration not stated) | 3 | 0 | 5 | 1 | 2 | -1 | 2 | 0.7 | -1 | 0
Cc1cc(C)c2nc(SCC(=O)Nc3ccccc3N3CCOCC3)c(C#N)cc2c1 | 3 | 3 | -2 | 65* | -1 | 3 | 6 | -0.7 | -1 | -1
Following part.
SMILES | rCAG binder | TDP2 absorb | TCR CD3 inh | NR1D1 modulator | HTRA1 inhibitor | PRMT1 inh | mABHD4 FP | PG9 binder | SIAE inh | LEDGF integ inh
CCCCn1c(N)c(N(CCOC)C(=O)COC(=O)C(C)Oc2ccc(Cl)cc2)c(=O)[nH]c1=O (configuration not stated) | -6 | 2 | -7 | -8 | 4 | 4 | 3 | 1.7 | 5 | -1
COc1cc2[nH]c(=O)n(CCCCCC(=O)N3CCN(c4ccccn4)CC3)c(=O)c2cc1OC | -3 | -5 | 13 | -4 | 2 | -3 | -3 | 0.4 | 3 | -2
CC1CCN(S(=O)(=O)c2ccc3[nH]c(=O)c(=O)[nH]c3c2)CC1 | 4 | 8 | 9 | 5 | -5 | 0 | 5 | -1.3 | 1 | 1
CCOC(=O)CN1CC23C=CC(O2)C(C(=O)Nc2ccc(OCC)cc2)C3C1=O (configuration not stated) | 0 | -1 | -9 | -2 | 2 | -1 | -5 | -1.6 | 8 | 1
COc1cc(C(=O)Oc2ccccc2/C=N/NC(=O)c2ccc(C)cc2)cc(OC)c1OC | 10 | -16 | 2 | 1 | 1 | -4 | -2 | 0.5 | -10 | -2
O=C(CCN1C(=O)c2ccccc2C1=O)NC(=S)Nc1ccccc1 | 1 | 5 | -1 | -4 | -4 | -2 | -1 | 2.0 | -10 | -2
Cc1ccccc1CSCCNC(=O)c1ccc(N(C)S(=O)(=O)c2ccccc2)cc1 | 0 | 9 | -1 | -2 | -34 | -2 | -13 | -2.6 | -5 | 1
CC(c1ccccc1)n1c(N2CCN(C)CC2)nc2c1c(=O)[nH]c(=O)n2C (configuration not stated) | -4 | -3 | -1 | -5 | 0 | -3 | -5 | -1.1 | 1 | 6
O=C(CCC(=O)c1ccc(F)cc1)NCC1(N2CCCCC2)CCCCC1 | 3 | 6 | 0 | 0 | 3 | 3 | 2 | -1.0 | 2 | -4
CC(=O)N1c2ccc(S(=O)(=O)N3CCC(C(=O)NCc4ccc(F)cc4)CC3)cc2CC1C (configuration not stated) | 1 | 12 | 0 | -1 | 5 | 0 | 2 | 1.5 | 3 | 2
COc1cccc(/C=N/NC(=O)CN(C)S(=O)(=O)c2ccccc2)c1OC | 0 | 9 | -6 | -9 | -4 | 4 | 1 | 1.4 | 6 | -4
Cc1ccc(C2=CC(=O)C[C@H](c3ccc4c(c3)OCO4)C2)cc1 | -1 | -1 | 7 | 0 | -44 | 1 | -6 | -0.7 | -4 | -2
Cc1ccc(C(C)C)c(OCC(=O)N2CCN(c3ncccn3)CC2)c1 | 0 | -2 | -2 | 5 | -2 | -4 | 1 | 0.4 | 1 | 0
CC(NC(=O)C1CCCN1C(=O)OCc1ccccc1)c1ccccc1 (configuration not stated) | 1 | -6 | 0 | 1 | -1 | -2 | 3 | -0.7 | 0 | -3
CC(C)(C=O)C1=CC(=O)c2ccccc2C1=O | 18 | 24 | 3 | 0 | 14 | 52* | 37* | -2.4 | 12 | 13
CS(=O)(=O)N(CC(O)Cn1c2ccccc2c2ccccc21)c1ccccc1 (configuration not stated) | 3 | -13 | 0 | 2 | -19 | -3 | -15 | 0.0 | -4 | 0
COc1ccc(CNC(=O)COC(=O)c2cnccn2)cc1 | 3 | 4 | 0 | -1 | 4 | 5 | 5 | 0.2 | -2 | -2
COC(=O)c1sc(NC(=O)C2CCCO2)c(C(=O)OC)c1C (configuration not stated) | 0 | 3 | -4 | 3 | -1 | 0 | 5 | 0.7 | 5 | 2
CCOC(=O)C1=C(C)NC(C)=C(C(=O)OCC)C1C(=O)OCC(=O)N1CCOCC1 | -1 | -7 | 1 | -4 | -3 | 3 | 8 | -1.2 | -3 | 0
CN(C)c1ccc(-c2csc(C(C)(O)c3ccccc3)n2)cc1 (configuration not stated) | 7 | 4 | 5 | -2 | · | -1 | -1 | -1.1 | 11 | 2
CC(C)(C)NC(=O)C(c1ccsc1)N(CCc1ccccc1)C(=O)Cn1nnc2ccccc21 (configuration not stated) | 2 | -15 | 4 | 1 | 5 | -2 | -10 | -1.2 | 4 | -1
CC(=O)Nc1ccc(-c2nc3cc(Cl)ccc3o2)cc1 | 0 | 18 | 8 | -4 | -3 | -1 | 0 | -0.1 | -20 | 0
CS(=O)(=O)NCc1ccc(C(=O)O)cc1 | 0 | -1 | 1 | 5 | 2 | -4 | 0 | -1.8 | 1 | 7
COc1ccc(OC)c(NC(=S)N2CCN(c3ccccn3)CC2)c1 | -2 | 6 | 4 | 0 | -1 | -1 | -2 | -0.9 | 0 | 2
Cc1cc(NC(=O)CCC(=O)N(CC(=O)NC2CCCC2)c2ccc(C(C)C)cc2)no1 | -5 | 8 | 5 | 2 | -11 | 2 | -5 | 2.4 | 2 | -1
The listing continues.
SMILES | rCAG binder | TDP2 absorb | TCR CD3 inh | NR1D1 modulator | HTRA1 inhibitor | PRMT1 inh | mABHD4 FP | PG9 binder | SIAE inh | LEDGF integ inh
O=C(Cn1c(=O)[nH]c2ccccc2c1=O)Nc1ccc2c(c1)OCCO2 | 2 | 5 | -6 | 0 | 2 | 0 | 2 | -0.6 | -1 | 0
Cc1ccccc1NC(=O)c1ccc2c(c1)N(C)CCS2 | 1 | 9 | 7 | -1 | 3 | -3 | -4 | -2.1 | 5 | -3
Cc1ccc(C(=O)NC(=O)OCCn2c(C)cnc2[N+](=O)[O-])cc1 | -1 | -7 | 0 | 4 | 4 | 0 | -6 | 1.9 | 1 | 2
Cc1cn(CC(=O)NCC2CCCO2)c(=O)[nH]c1=O (configuration not stated) | 2 | 4 | -1 | -3 | 6 | -5 | 1 | -0.1 | 1 | 2
CCOC(=O)c1csc(NC(=O)c2cc3ccccc3o2)n1 | -3 | -10 | -5 | -5 | -2 | 9 | 1 | -0.2 | -3 | -2
CCOC(=O)C1=C(COC(=O)CC(C)c2ccccc2)NC(=O)NC1C (configuration not stated) | -3 | 2 | 2 | 4 | -3 | 0 | 0 | -0.9 | 3 | -1

Shown as tab-separated lines: part of the list above.
SMILES	rCAG binder	TDP2 absorb	TCR CD3 inh	NR1D1 modulator	HTRA1 inhibitor	PRMT1 inh	mABHD4 FP	PG9 binder	SIAE inh	LEDGF integ inh
O=C(Cn1c(=O)[nH]c2ccccc2c1=O)Nc1ccc2c(c1)OCCO2	2	5	-6	0	2	0	2	-0.6	-1	0
Cc1ccccc1NC(=O)c1ccc2c(c1)N(C)CCS2	1	9	7	-1	3	-3	-4	-2.1	5	-3

A portion of the library. The share of hits here may be higher or lower than overall.
